# Bioassay records as filed in PubChem BioAssay.
# HCV inhibitor: HCV inhibition. Huh7.5.1 HCVcc-Cre infection, luciferase reporter, 44 h. Potency, µM (series often up to 41.8 µM), without a hit: at the highest dose activity change, negative = inhibition, actives largely listed as inhibitors. 3.4% of 340,000 active. AID 651820; also: potency is read from the fitted curve at half-maximal effect
#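 HCVcc-Cre virus at an moi near 0.5 was added right after compound to cells cultured 4 h from seeding (1,000 cells/well). Luciferase activity was determined 44 h later, 15 min after substrate addition at RT.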
# AmpC no deterg: inhibitors of E. coli AmpC beta-lactamase without detergent | P00811 | AmpC nitrocefin hydrolysis, absorbance 480 nm, 0.0001% Triton | Potency, µM (titrated, usually from 57.1 µM), for the others: at the highest dose activity change, negative = inhibition, usual class: inhibitors | 0.52% of 330,000 active | AID 485341;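 also: potency is read from the fitted curve at half-maximal effect; plate controls were no compound for no effect and no enzyme for full effect; nearly all actives have a fitted effect of over 20% in size; some results filed as inactive show a strong effect at the top dose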
# Target sequence (P00811 whole entry, looked up): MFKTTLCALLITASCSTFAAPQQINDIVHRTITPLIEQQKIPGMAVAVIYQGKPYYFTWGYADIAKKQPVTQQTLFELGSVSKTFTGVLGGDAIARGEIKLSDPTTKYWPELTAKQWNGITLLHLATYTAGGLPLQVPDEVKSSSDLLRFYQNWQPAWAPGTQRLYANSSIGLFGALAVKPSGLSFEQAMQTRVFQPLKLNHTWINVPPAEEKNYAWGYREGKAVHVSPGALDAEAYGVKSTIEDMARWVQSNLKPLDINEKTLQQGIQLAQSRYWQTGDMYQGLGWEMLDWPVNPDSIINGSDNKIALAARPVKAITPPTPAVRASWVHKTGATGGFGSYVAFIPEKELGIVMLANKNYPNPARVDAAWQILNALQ
#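 20 mM phosphate pH 7.0 + 0.01% (detergent screen) or 0.0001% Triton X-100; 5.3 nM AmpC reagent; cpd preinc 15 min RT; nitrocefin (800 uM stock) to start; A480 q20 s × 4 min; Activity was normalised to no-enzyme and no-compound control wells.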
# Sm TGR inh: S. mansoni TGR enzyme inhibition. purified TGR, DTNB reduction, TNB absorbance 405 nm. Potency, µM (highest dose often 114 µM), without a hit: top-dose activity change, negative = inhibition, usual class: inhibitors. 3% of 360,000 active. AID 485364; also: potency is read from the fitted curve at half-maximal effect; nearly all actives have a fitted effect of over 60% in size
#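 Kinetic colorimetric format: TGR-catalysed, NADPH-driven DTNB reduction monitored via TNB absorbance. Enzyme dispensed at 20 nM; compound exposure 15 min at room temperature before reaction start.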
# HCMV antiviral: blocks human cytomegalovirus replication; 4.5% of 410,000 active; HFF cells, HCMV-luciferase reporter, 72 h; active compounds read low; activity change, negative = inhibition, % at 57.5 µM; in the data active = activity change below about -60%; inconclusive = no clear call, values can overlap the other calls; inactive = above about -39%
#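 Two compound doses tested in HFFs infected with HCMV-luciferase, MOI 1 PFU/cell, 72 h at 37C. Lysate luminescence read with OneGlo; data normalized against buffer-only and 10uM Salinomycin inhibitor controls.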
# Giardia FBPA inh: Giardia lamblia aldolase inhibition; A8B2U2; purified Giardia FBPA; Potency, µM (series often up to 59.6 µM), inactives show at the highest dose activity, negative = inhibition, actives largely listed as inhibitors; 0.71% of 290,000 active; AID 2451; also: potency is read from the fitted curve at half-maximal effect; nearly all actives have a fitted effect of over 55% in size
# Target sequence (A8B2U2 whole entry, looked up): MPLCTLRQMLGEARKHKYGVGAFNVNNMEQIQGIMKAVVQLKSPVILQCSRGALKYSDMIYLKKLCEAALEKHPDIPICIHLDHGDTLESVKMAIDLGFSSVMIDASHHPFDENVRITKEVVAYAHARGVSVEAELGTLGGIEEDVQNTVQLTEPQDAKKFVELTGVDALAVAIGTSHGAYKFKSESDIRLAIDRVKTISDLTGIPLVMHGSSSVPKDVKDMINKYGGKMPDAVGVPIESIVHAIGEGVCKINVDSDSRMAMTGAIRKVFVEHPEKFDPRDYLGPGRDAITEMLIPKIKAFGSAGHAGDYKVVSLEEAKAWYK
#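 40 nM FBPA preincubated 10 min at RT with compound (up to 57.5 uM final), then substrate plus GAPDH/TPI/NAD/arsenate coupling and diaphorase/resazurin added. Fluorescence read after 20 min at RT, 525/598 nm.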
# AmpC inh detg: inhibitors of E. coli AmpC beta-lactamase with detergent; P00811; AmpC hydrolysis of nitrocefin, absorbance 480 nm, 0.01% Triton; Potency, µM (highest dose often 114 µM), for the others: at the highest dose activity change, negative = inhibition, most hits filed as inhibitors; 0.041% of 370,000 active;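 also: potency is read from the fitted curve at half-maximal effect; 0% = no-compound wells and -100% = no-enzyme wells; nearly all actives have a fitted effect of over 25% in size; some results filed as inactive show a strong effect at the top dose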
#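 20 mM phosphate pH 7.0 + 0.01% (detergent screen) or 0.0001% Triton X-100; 5.3 nM AmpC reagent; cpd preinc 15 min RT; nitrocefin (800 uM stock) to start; A480 q20 s × 4 min; Activity was normalised to no-enzyme and no-compound control wells.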
# Starred values were filed as active, the others as inactive; ? = inconclusive; · = not tested or not shown; [ ] = another dose, or the depositor's remark. Unless noted, calls follow the shape of the dose curve; as a rule, active = well fitted curve in the direction sought with a large enough effect; inconclusive = small, poorly fitted or top-dose-only effect, or another doubt; inactive = no such curve, though single readings can be large; an effect the other way counts as inactive or inconclusive. Unless noted, % is scaled to controls: 0 for no effect and ±100 for the full control effect.
SMILES,HCV inhibitor,AmpC no deterg,Sm TGR inh,HCMV antiviral,Giardia FBPA inh,AmpC inh detg
Cc1c(C(=O)N/N=C/c2cccs2)nc2ccccn12,6%,-22%,-5%,?,-7%,-16%
CCCC(=O)NC(c1ccco1)c1c(O)ccc2ccccc12 (stereo not drawn),-11%,-28%,0%,-84*,-20%,5%
O=c1cc(-c2ccccc2)n2c(SCc3ccc([N+](=O)[O-])cc3)nnc2[nH]1,·,·,-4%,-1,·,-2%
Cc1ccc(-c2n[nH]c(=O)c3ccccc23)cc1S(N)(=O)=O,12%,-10%,5%,-4,0%,?
COc1ccc(CCn2c(=N)c(C(=O)NCC3CCCO3)cc3c(=O)n4ccccc4nc32)cc1OC (stereo not drawn),-17%,14%,1%,-110*,·,1%
COc1ccc2c(c1)OC(O)(C(F)(F)F)CC2=O (stereo not drawn),-27%,-34%,?,20,5%,-2%
CC1C(=O)Nc2ccccc2N1C(=O)c1ccc(F)cc1F (stereo not drawn),1%,-13%,-15%,21,6%,-3%
Cc1c(NC(=O)c2cnc(Cl)c(Cl)c2)c(=O)n(-c2ccccc2)n1C,6%,0%,-15%,13,1%,-16%
CC(NC(=O)c1cccs1)C(S)c1ccccc1 (stereo not drawn),-3%,-24%,0%,61,?,-6%
COc1ccc(N(C(=O)c2cccnc2)S(=O)(=O)c2ccc3c4c(cccc24)C(=O)N3C)cc1,12%,-14%,-7%,28,-4%,-5%
CC(C(=O)NCC1CCCO1)N(C(=O)c1snc(C(N)=O)c1N)c1ccccc1 (stereo not drawn),9%,2%,5%,17,2%,?
COc1ccc(C(=O)c2cn(Cc3ccc(F)cc3)c3ccc(C)cc3c2=O)cc1,·,·,-4%,-17,·,7%
COc1ccc(Cl)cc1C(=O)OCC(=O)c1ccc[nH]1,?,-28%,-6%,?,·,-12%
COc1ccccc1N1CCN(C(=O)c2cccc(S(=O)(=O)NCc3cccnc3)c2)CC1,?,63%[activator],?,-10,·,?
Cc1ccc(C(C)C)cc1S(=O)(=O)Nc1cccnc1,22%,-2%,1%,3,3%,0%
COc1cccc(/C=C2\SC(=O)N(CCC(=O)NNC(=O)c3ccccc3Cl)C2=O)c1,-22%,-36%,-19%,1,2%,?
COc1ccc(CC(=O)n2nc(-c3ccccc3)nc2NCc2ccco2)cc1,-9%,-37%,-25%,3,0%,?
Cc1noc(C)c1S(=O)(=O)N(C)C[C@H]1Oc2ccc(NS(=O)(=O)c3ccc(F)cc3)cc2C(=O)N([C@H](C)CO)C[C@@H]1C,-11%,102%[activator],·,-17,·,·
C=CCc1cc(C)ccc1OCCOCCC(C(=O)OCC)C(=O)OCC,1%,73%[activator],2%,3,-1%,2%
CCOC(=O)N1CCN(C(=O)c2ccc(NC(C)=O)cc2)CC1,5%,-25%,-2%,9,1%,-12%
COc1cccc(NC(=O)CCP(C)(=O)O)c1,24%,3%,0%,37,-5%,0%
CC(C)COc1ccc(C(=O)NNC(=O)CCC(=O)c2cccs2)cc1,2%,-30%,·,-32,·,·
CC1C(=O)Nc2ccccc2N1C(=O)C1CC1 (stereo not drawn),2%,-22%,-16%,30,0%,?
COc1ccccc1-n1nnnc1SCC(=O)N(CC(C)C)C1CCS(=O)(=O)C1 (stereo not drawn),·,31%,-8%,-5,·,-14%
NS(=O)(=O)c1ccc(NC(=S)Nc2ccc(OCc3ccccc3)cc2)cc1,-3%,-16%,-30%,-36,4%,5%
CCN(CC)S(=O)(=O)c1ccc2c(c1)NC(=O)C1CCCN21 (stereo not drawn),-2%,-44%,?,-22,4%,?
CCOc1ccc(NC(=O)c2ccncc2)cc1,14%,-39%,8%,13,0%,-10%
CCCCN(C)CCCNC(=O)c1cccc(N2CCCC2=O)c1,22%,-16%,-22%,8,-3%,-3%
Clc1ccc(Cl)c(-c2nn3c(COc4ccccc4)nnc3s2)c1,?,-20%,2%,20,2%,-6%
O=C(Nc1ncccc1O)c1ccc(Oc2ccccc2)cc1,5%,-25%,-15%,54,3%,-2%
CCN(CC)CCn1c(N)nc2ccccc21,-22%,-12%,-4%,?,-13%,-6%
Cc1cccc(C(=O)Nc2c3c(nn2-c2ccc(Cl)cc2)CS(=O)(=O)C3)c1,·,·,-5%,-27,·,-11%
c1ccc(C(c2ccccc2)c2noc(CN3CCN(C4CCCC4)CC3)n2)cc1,-9%,86%[activator],-8%,7,-2%,8%

# In the list so far, these contain four or more nitrogen atoms:
SMILES,HCV inhibitor,AmpC no deterg,Sm TGR inh,HCMV antiviral,Giardia FBPA inh,AmpC inh detg
Cc1c(C(=O)N/N=C/c2cccs2)nc2ccccn12,6%,-22%,-5%,?,-7%,-16%
O=c1cc(-c2ccccc2)n2c(SCc3ccc([N+](=O)[O-])cc3)nnc2[nH]1,·,·,-4%,-1,·,-2%
COc1ccc(CCn2c(=N)c(C(=O)NCC3CCCO3)cc3c(=O)n4ccccc4nc32)cc1OC (stereo not drawn),-17%,14%,1%,-110*,·,1%
Cc1c(NC(=O)c2cnc(Cl)c(Cl)c2)c(=O)n(-c2ccccc2)n1C,6%,0%,-15%,13,1%,-16%
CC(C(=O)NCC1CCCO1)N(C(=O)c1snc(C(N)=O)c1N)c1ccccc1 (stereo not drawn),9%,2%,5%,17,2%,?
COc1ccccc1N1CCN(C(=O)c2cccc(S(=O)(=O)NCc3cccnc3)c2)CC1,?,63%[activator],?,-10,·,?
COc1ccc(CC(=O)n2nc(-c3ccccc3)nc2NCc2ccco2)cc1,-9%,-37%,-25%,3,0%,?
Cc1noc(C)c1S(=O)(=O)N(C)C[C@H]1Oc2ccc(NS(=O)(=O)c3ccc(F)cc3)cc2C(=O)N([C@H](C)CO)C[C@@H]1C,-11%,102%[activator],·,-17,·,·
COc1ccccc1-n1nnnc1SCC(=O)N(CC(C)C)C1CCS(=O)(=O)C1 (stereo not drawn),·,31%,-8%,-5,·,-14%
Clc1ccc(Cl)c(-c2nn3c(COc4ccccc4)nnc3s2)c1,?,-20%,2%,20,2%,-6%
CCN(CC)CCn1c(N)nc2ccccc21,-22%,-12%,-4%,?,-13%,-6%
c1ccc(C(c2ccccc2)c2noc(CN3CCN(C4CCCC4)CC3)n2)cc1,-9%,86%[activator],-8%,7,-2%,8%
